# NSD2 inh: NSD2 (human) methyltransferase inhibition; O96028; NSD2 peptide methylation, AlphaScreen, 120 min; inhibition, % at 12.5 µM; actives 0.54% (n = 310,000); in the data active = inhibition above about 50%
# SR-BI HDL uptake: inhibitors of mouse SR-BI mediated HDL lipid uptake; Q61009; ldlA[mSR-BI] CHO cells, DiI-HDL uptake fluorescence, 3 h; inhibition, % at 12.5 µM; actives 0.96% (n = 320,000); AID 488896;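 active = mean replicate inhibition of at least 70% and a set share of replicates each scoring 70 or more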;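 note: 0% = median of neutral control wells and 100% = median of positive control wells; values of inactives mirror those of a sister screen read the other way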
# dFosB activator: mouse delta FosB homodimer activation; purified delta FosB, TAMRA-CDK5 oligo fluorescence polarization; percent of positive-control signal above neutral wells; activation, % at 25 µM; actives 0.99% (n = 340,000); AID 493131;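 active = mean activation above about 17%, with every replicate also reaching it, limit read from the data, passing the limit was not always enough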;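 note: fluorescence polarization rise as delta FosB binds a TAMRA Cdk5 AP-1 oligo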
# Target sequence (P13346 whole entry, looked up): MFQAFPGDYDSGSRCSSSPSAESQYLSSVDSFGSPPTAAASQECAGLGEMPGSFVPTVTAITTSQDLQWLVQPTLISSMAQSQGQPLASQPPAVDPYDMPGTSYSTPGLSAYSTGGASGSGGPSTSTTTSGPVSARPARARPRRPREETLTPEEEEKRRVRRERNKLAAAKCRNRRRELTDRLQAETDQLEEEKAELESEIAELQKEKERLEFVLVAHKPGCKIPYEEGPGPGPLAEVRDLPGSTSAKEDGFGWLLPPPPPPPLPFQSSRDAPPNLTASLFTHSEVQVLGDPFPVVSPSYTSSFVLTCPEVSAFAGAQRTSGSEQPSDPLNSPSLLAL
# V-ATPase pHluor: alters yeast V-ATPase proton transport; S. cerevisiae, pHLuorin cytosolic pH fluorescence; response, % at 10 µM; actives 0.37% (n = 350,000); AID 504577; in the data active = response mostly above about 7.3%, no sharp cut-off; inactive = mostly below about 5.4%; note: actives read high; inactives centre near 0; some compounds called inactive have numbers as strong as hits; reference of the scale not given here
# Wnt act: activates Wnt/beta-catenin signaling in a reporter cell assay | actives 1.2% (n = 300,000) | activator, plate reader | activation, % at 9.35 µM; in the data active = activation above about 30%, passing the limit was not always enough;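 note: 0% = neutral control wells and 100% = positive control wells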
# PvdQ inh: blocks Pseudomonas aeruginosa PvdQ acylase activity. purified PvdQ acylase, fluorescence plate reader. inhibition, % at 10 µM. AID 488965. actives 0.063% (n = 340,000); in the data active = inhibition above about 30%, passing the limit was not always enough;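 note: 0% = vehicle neutral wells and 100% = reference inhibitor wells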
# CDK5 p35 inh: blocks human CDK5/p35 kinase activity; Recombinant CDK5/p35, ADP-Glo luminescence, 60 min; AID 488839; actives 0.01% (n = 330,000); inhibition, % at 10 µM;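 active = highest replicate inhibition of at least 50% and at least 75% of replicates reaching 50%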;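 note: plate controls were DMSO neutral control for no effect and GW8510 at 10 µM for full effect; many of its hits are not listed in these tables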
# HTR5A inv ctr: inverse agonist of human HTR5A in OPRM1-OPRD1 counter-screen | P47898 | actives 0.083% (n = 340,000) | HTR5A cell line, luminescence, inverse agonism | inhibition, % at 9.3 µM; in the data active = inhibition mostly above about 23%, no sharp cut-off; inactive = mostly below about 18%;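 note: 0% = cells with DMSO and 100% = no-cell wells with DMSO; some compounds called inactive have numbers as strong as hits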
# Target sequence (P47898 whole entry, looked up): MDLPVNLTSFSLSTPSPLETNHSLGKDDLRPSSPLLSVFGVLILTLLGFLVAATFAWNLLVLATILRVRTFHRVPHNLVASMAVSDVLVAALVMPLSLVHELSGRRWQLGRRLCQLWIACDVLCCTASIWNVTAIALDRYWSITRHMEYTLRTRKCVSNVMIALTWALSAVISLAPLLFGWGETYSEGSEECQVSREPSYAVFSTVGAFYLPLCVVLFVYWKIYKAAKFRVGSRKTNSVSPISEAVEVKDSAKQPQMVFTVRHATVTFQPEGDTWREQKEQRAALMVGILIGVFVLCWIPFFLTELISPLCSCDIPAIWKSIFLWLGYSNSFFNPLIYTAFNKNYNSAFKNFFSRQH
# MITF TRPM1 HTS: activators of MITF-driven TRPM1 promoter activity in SK-MEL-5 cells. activation, % at 12.5 µM. SK-MEL-5 TRPM1-promoter luciferase, 24 h; % of positive control, neutral wells = 0. actives 0.75% (n = 300,000). AID 588334;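 active = mean activation of at least 80% with every replicate also reaching 80%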;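 note: 0% = neutral control wells and 100% = parthenolide positive control wells; values of inactives mirror those of a sister screen read the other way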
# HTR5A ag ctr: activates human HTR5A in OPRM1-OPRD1 agonist counter-screen. P47898. HTR5A agonist assay, luminescence, cell-based. activation, % at 9.3 µM. actives 0.61% (n = 340,000). AID 504692; in the data active = activation mostly above about 9.5%, no sharp cut-off; inactive = mostly below about 7.6%;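 note: 0% = cells with vehicle only and 100% = reference agonist; strong numbers were not always called active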
# * hit, by the source's call; x = not tested or not shown. Rows are unselected, and some 5% of all compounds hit somewhere here.
# Value order – HTR5A inv ctr	dFosB activator	HTR5A ag ctr	CDK5 p35 inh	MITF TRPM1 HTS	SR-BI HDL uptake	NSD2 inh	Wnt act	V-ATPase pHluor	PvdQ inh
CC(=O)Nc1nnc(S(=O)(=O)N2CCN(c3ccc([N+](=O)[O-])cc3Cl)CC2)s1
 : 10	-2	-1	-6.0	-4	-2	3	1	2	-10
CC(=O)N1c2ccc(S(=O)(=O)N3CCC(C(=O)NC4CCCC(C)C4C)CC3)cc2CC1C (centres undefined)
 : -4	-2	1	-1.5	-13	-20	x	-6	-1	-16
CCCc1c(C)c2cccc(C)c2[nH]c1=O
 : 12	-7	-3	-0.1	12	-1	1	x	0	12
Cc1cccc(-c2onc3ccc(C(=O)/C=C/N(C)C)cc23)c1
 : 4	-5	-1	1.1	-1	24	3	2	0	-10
CCC(C(=O)OC)n1cnc2c(cnn2-c2ccc(Cl)cc2)c1=O (centres undefined)
 : -28	-4	6	-1.1	-15	-34	-6	x	0	-1
COc1ccc(Cc2nc3ccc(C(=O)N(C)C(C)c4nccs4)cc3o2)cc1 (centres undefined)
 : -13	-8	4	0.1	-9	0	4	0	-2	-1
CC(=O)c1cccc(NC(=O)c2ccc(N(Cc3ccccc3)S(C)(=O)=O)cc2)c1
 : 5	-5	-2	1.9	x	66	2	x	-4	1
Cc1ccc(N(Cc2ccccc2)C(=O)c2ccc(Cl)c(S(=O)(=O)N3CCOCC3)c2)cc1
 : -14	-4	4	0.8	20	16	x	-2	2	-13
Cc1cnc(C(=O)OCC(=O)Nc2ccc(Cl)cn2)cn1
 : 16	0	-9	1.7	-13	-5	0	-1	1	-4
CCN(CC)CCCN1C(=O)C(=O)/C(=C(/O)c2ccccc2)C1c1cc(OC)ccc1OC (centres undefined)
 : -3	-2	3	-1.5	1	-17	9	x	-2	-10
CCN(CC)S(=O)(=O)c1ccc(C(=O)Nc2cc(S(=O)(=O)N3CCOCC3)ccc2O)cc1
 : 2	-9	-3	1.0	-4	-2	2	0	-5	-22
N/C(=N\OC(=O)COc1cc(Cl)c(Cl)cc1Cl)c1ccccn1
 : x	1	x	-1.3	74	-7	-2	16	-2	-8
O=C(CSCc1ccccc1)Nc1ccc(F)c(F)c1
 : 5	3	-2	1.6	66	-1	-3	x	-1	12
COc1ccc(NC(=O)c2noc3c2CCCCC3)cc1
 : 8	-3	-3	1.7	55	-6	-1	-1	0	-11
Cc1ccccc1OCCC(=O)OCC(=O)Nc1cc(S(=O)(=O)N2CCOCC2)ccc1Cl
 : -7	-12	3	-2.3	6	-4	-9	-1	-2	-14
CC(C)(C)c1ccc(Oc2coc3cc(OCC(=O)O)ccc3c2=O)cc1
 : -6	-14	2	0.1	-2	-11	2	4	-1	-10
Cc1ccc(OC(C)C(=O)Nc2ccccc2C(=O)N2CCN(C)CC2)cc1 (centres undefined)
 : -3	2	1	-0.5	-7	-14	-1	-1	3	-6
Cc1ccccc1N(CC(=O)NCc1ccc2c(c1)OCO2)C(=O)CCC(=O)Nc1ccccn1
 : -24	-9	-3	1.1	3	-3	0	x	1	-12
Oc1ccc(N=Nc2nc(-c3ccccc3)c(-c3ccccc3)[nH]2)cc1
 : 14	-1	-7	3.6	-4	26	9	-1	0	-2
O=C(Nc1ccccc1-c1ccccc1)c1ccc(Cl)c([N+](=O)[O-])c1
 : 16	-19	2	1.3	-7	-11	-2	x	26	-5
CC1CCN(C(=O)CNC(=O)Cn2ccc3ccccc3c2=O)CC1
 : -1	-7	0	-1.2	-2	-19	x	0	0	-13
Cc1ccc(-n2c(-c3nn(C)c(C)c3Cl)n[nH]c2=S)cc1
 : -4	-6	1	-0.3	-12	-22	-2	0	-2	-10
CCc1cc(Cn2nc(-c3ccccc3)cc2C(=O)NCc2cccs2)on1
 : -11	1	4	4.6	10	13	x	-5	-6	-8
CC(=O)CCc1ccc(Oc2nc(-c3cccnc3)nc3ccccc23)cc1
 : -21	-35	6	0.4	-2	20	0	-1	-1	-1
CCOC(=O)Cc1csc(NC(=O)NC2(C(F)(F)F)Oc3cc(Cl)c(Cl)cc3O2)n1
 : 8	-1	6	0.9	-13	19	4	-3	-3	-26
COc1ccc(S(=O)(=O)N(C)C[C@@H]2Oc3c(NS(=O)(=O)c4cn(C)cn4)cccc3C(=O)N([C@@H](C)CO)C[C@@H]2C)cc1
 : 0	-8	-3	-0.4	-3	-1	x	8	1	-1
CCOCCCNC(=S)NCCNc1nc2c(C)cccc2cc1C#N
 : 3	-2	2	10.0	24	43	x	x	3	11
N#Cc1ccc(OCC(O)CN2CCN(c3ncc(C(F)(F)F)cc3Cl)CC2)cc1 (centres undefined)
 : -2	-34	1	-1.7	-1	15	1	-2	0	-6
c1ccc(CN2C3=NCCN3c3ccccc32)cc1
 : -10	4	-1	-1.1	10	1	0	x	-2	-12
Cc1[nH]c2ccccc2c1C(C[N+](=O)[O-])c1cccc(O)c1 (centres undefined)
 : 26	-14	-1	-0.5	-27	15	5	-1	-4	-9
COC(=O)c1ccccc1N/C=C/C(=O)c1ccc(Br)cc1
 : -2	-10	-1	x	55	-7	-1	15	-2	-1
CCOC(=O)CC1C(=O)NCCN1S(=O)(=O)c1ccc(Cl)cc1 (centres undefined)
 : 2	-9	0	0.4	x	-11	0	-6	-1	-7
COc1cccc(OC)c1C(=O)Nc1ccccc1C(=O)N1CCCC1
 : 6	2	1	-1.5	-2	-20	-2	0	0	0
Cc1ccccc1CSCCNC(=S)Nc1ccccc1
 : 1	-8	0	-0.7	8	22	4	-2	-7	12
COc1ccc(S(=O)(=O)NCCCCCC(=O)O)cc1C(=O)O
 : -15	4	5	1.1	-12	1	-3	-3	-1	-17
Cc1cc(NC(=O)c2ccc(Cl)cc2Cl)n(CCC#N)n1
 : -7	-2	-3	0.4	12	-10	2	0	2	-6
CSc1cnn(-c2ccccc2)c(=O)c1SC
 : 21	-2	-2	1.8	-3	-37	-4	-3	-5	5
COc1c(C)cccc1C(=O)Nc1ccc(CN2CCOCC2)cc1
 : -28	-2	-3	0.1	56	9	-1	19	-2	-6
COc1ccc(-c2ccc(NCCC3=CCCCC3)nn2)cc1OC
 : -15	1	7	-1.9	1	75*	-1	0	-1	-11
CCN(CC)CCNC(=O)c1ccc(NC(=O)c2cc(-c3ccco3)nc3ccccc23)cc1
 : 18	-21	-7	0.8	-67	-4	12	-1	9	-4
CCCCn1c(N)c(N(CCOC)C(=O)c2c(C)noc2C)c(=O)[nH]c1=O
 : -12	6	1	-0.5	3	-11	-3	-4	3	-15
CCOC(=O)C1=C(N)n2c(s/c(=C/c3ccco3)c2=O)=C(C(=O)OC)C1c1ccco1 (centres undefined)
 : 5	-10	-2	-1.3	-16	31	3	-4	-3	-7
CCCNC(=O)c1ccccc1NC(=O)CN(c1ccccc1OCC)S(C)(=O)=O
 : -29	-3	2	1.0	x	-5	0	-7	0	-8
CC(NC(=O)c1cc([N+](=O)[O-])cc([N+](=O)[O-])c1)c1ccc(-n2ccnc2)cc1 (centres undefined)
 : 12	-2	-5	-1.3	-16	17	2	-1	-4	-10
COc1ccc(OC)c(Nc2ncnc3c2cnn3-c2ccccc2)c1
 : 11	-7	-4	-1.9	24	14	-2	x	1	-1
CCOC(=O)CN1C(=O)/C(=C/c2cccc(Br)c2)Oc2ccccc21
 : -8	-9	2	0.6	-5	14	4	-4	-3	11
Cc1ccc(Nc2nc(-c3cccnc3)cs2)cc1Cl
 : -19	-3	5	-1.0	x	34	-1	-1	-1	-17
CC(C)CN(C(=O)c1cccc(S(=O)(=O)N2CCN(c3ccc(F)cc3)CC2)c1)C1CCS(=O)(=O)C1 (centres undefined)
 : -6	-5	-1	-1.2	0	4	-1	-5	-1	-9
O=c1[nH]c(CSc2nc(-c3ccc(F)cc3)cs2)nc2ccccc12
 : -10	8	-4	0.3	1	0	-4	x	2	-10
O=S(=O)(c1ccc2oc3ccc(S(=O)(=O)N4CCCCC4)cc3c2c1)N1CCCCC1
 : 6	-1	1	0.2	x	-36	17	x	6	-5
CC1(C)CC(NC(=O)c2c(N)no[n+]2[O-])CC(C)(C)N1
 : 8	14	-3	-0.6	7	-33	1	-1	1	-5
CCCCN(Cc1cc2cccc(C)c2[nH]c1=O)S(C)(=O)=O
 : -1	-6	1	0.2	-2	4	x	1	-3	-1
O=[N+]([O-])c1ncccc1OCc1ccc(-c2ccccc2)cc1
 : 11	0	-6	-1.7	52	39	x	3	0	-5
Cc1ccnc(NC(=O)COc2ccc3c(c2)CCC3)c1
 : -1	1	0	2.3	42	-17	-2	-19	1	-5
COc1ccc(C2=CC(c3sccc3C)n3nnnc3N2)cc1 (centres undefined)
 : -10	-5	0	1.7	32	31	10	x	0	-15
O=C(c1ccc(NC2=NC3CS(=O)(=O)CC3S2)cc1)N1CCN(c2ccccc2F)CC1 (centres undefined)
 : -27	-6	3	-2.1	x	-23	x	-2	0	3
COc1cccc2cc(C(N)=O)/c(=N\NC(=O)c3ccccc3)oc12
 : 1	-3	0	1.0	x	-3	-1	9	-2	8
N/C(=N\OC(=O)C12CC3CC(CC(C3)C1)C2)c1cccnc1
 : 15	-6	-6	-4.6	19	-17	-4	x	-6	-4
Cc1ccccc1NC(=O)Cc1nc(COC(=O)c2cc([N+](=O)[O-])ccc2NCCO)cs1
 : 14	10	3	-0.6	7	9	-2	-3	1	-1
c1ccc(-n2nnnc2SCCCSc2nc3ccccc3s2)cc1
 : -5	-2	-4	-2.3	-14	-9	0	0	1	-3

# Additional structures follow.
# Value order – HTR5A inv ctr	dFosB activator	HTR5A ag ctr	CDK5 p35 inh	MITF TRPM1 HTS	SR-BI HDL uptake	NSD2 inh	Wnt act	V-ATPase pHluor	PvdQ inh
O=C(c1nn(-c2ccccc2)c(=O)c2ccccc12)N1CCN(c2ccccn2)CC1
 : -5	-5	3	0.0	10	-1	-1	x	-1	-1
Cc1cccc(C(=O)NC2=NCCS2)c1
 : 1	-5	0	1.3	17	-15	-4	17	-3	-26
CCOC(=O)C1=CN(Cc2cccc(-c3ccc(F)cc3)c2)S(=O)(=O)N(C)C1C (centres undefined)
 : -5	-5	1	-2.3	-1	29	x	-2	0	-3
O=C(Nc1ccccc1)c1nc[nH]c1C(=O)NCCN(CCNC(=O)c1[nH]cnc1C(=O)Nc1ccccc1)CCNC(=O)c1[nH]cnc1C(=O)Nc1ccccc1
 : -2	3	-2	1.1	3	-10	x	-6	-1	10
COc1ccc(CCC(C)Nc2cccc(F)c2)cc1 (centres undefined)
 : 7	9	2	-0.8	17	6	x	x	-1	-8
COc1ccc(CCN=Cc2c(C)[nH]n(-c3ccc([N+](=O)[O-])cc3)c2=O)cc1OC
 : -11	-2	2	0.1	-7	-8	-1	-8	-2	-19
Cc1cccc(NC(=O)CN(C)C(=O)c2ccc(N3CCCCCC3)c([N+](=O)[O-])c2)c1C
 : 5	-11	-1	-0.3	3	31	5	-3	-4	-11
NC(=O)CSc1nc2ccccc2c(=O)n1Cc1ccco1
 : -6	-9	2	0.0	-12	x	0	-1	-1	4
COc1ccccc1N1CCN(C(=O)c2sc3nc(C)nc(N4CCN(c5ccccn5)CC4)c3c2C)CC1
 : -42	-9	16	-1.0	-11	39	x	-2	-5	12
COc1ccc(Cl)cc1C(=O)n1nc(C)cc1C
 : -6	-2	0	0.2	12	9	-3	x	0	-6
CCCCC(=O)Nc1cc(OCC)c(NC(=S)NC)cc1OCC
 : -5	-7	2	3.3	8	-2	-5	0	1	-4
